High-throughput results (PubChem BioAssay)
D1 potentiator – human D1 dopamine receptor positive modulation. P21728. HEK293 TREx D1 cells, calcium flux, dopamine EC20 potentiation. potentiation, % at 10 µM. hit rate 0.036% among 360,000; in the data active means potentiation above about 30%; further: 0% is about no effect
TRHR enhancer – allosteric enhancers of human TRH receptor. P34981. TRHR cells, fluo-8 calcium fluorescence, EC20 TRH enhancement. enhancement, % at 2 µM. hit rate 0.66% among 360,000. AID 493056; in the data active means enhancement above about 30%; further: 0% is about no effect
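Enhancer read-out: after compound pinning and an initial kinetic agonist-mode read, an EC20 of TRH (10 nM final) was injected and fluo-8 calcium signal (Ex 480/Em 530) followed at 1 s/cycle for 100 cycles in TRHR-expressing cells.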
D1 antagonist – human D1 dopamine receptor antagonism; HEK293 TREx D1 cells, calcium flux, dopamine EC80; stronger effect = lower value; hit rate 3.2% among 360,000; AID 504652; activity change, negative = inhibition, % at 10 µM; in the data active means activity change below about -30%; further: on the % scale 0 is the no-effect control and ±100 the full control effect
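Using tetracycline-induced force-coupled D1 Hek293 cells and a calcium dye, signals were followed for 180 s after compound, then for 180 s after EC80 dopamine, to detect inhibitors.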
RXFP1 agonist – agonists of human relaxin receptor RXFP1. Q9HBX9. HEK293T-RXFP1 cAMP TR-FRET, 30 min; response scale: percent of porcine relaxin response, buffer zero. Potency, µM (top dose mostly 57.5 µM), without a hit: top-dose activation, hits mostly activators. hit rate 0.3% among 370,000. AID 2676; further: potency means the concentration at half of the fitted maximal effect; on the % scale 0 is the no-effect control and ±100 the full control effect; nearly all actives have a fitted effect of over 60% in size; many of its hits are not listed in these tables
Target sequence (Q9HBX9 whole entry, looked up): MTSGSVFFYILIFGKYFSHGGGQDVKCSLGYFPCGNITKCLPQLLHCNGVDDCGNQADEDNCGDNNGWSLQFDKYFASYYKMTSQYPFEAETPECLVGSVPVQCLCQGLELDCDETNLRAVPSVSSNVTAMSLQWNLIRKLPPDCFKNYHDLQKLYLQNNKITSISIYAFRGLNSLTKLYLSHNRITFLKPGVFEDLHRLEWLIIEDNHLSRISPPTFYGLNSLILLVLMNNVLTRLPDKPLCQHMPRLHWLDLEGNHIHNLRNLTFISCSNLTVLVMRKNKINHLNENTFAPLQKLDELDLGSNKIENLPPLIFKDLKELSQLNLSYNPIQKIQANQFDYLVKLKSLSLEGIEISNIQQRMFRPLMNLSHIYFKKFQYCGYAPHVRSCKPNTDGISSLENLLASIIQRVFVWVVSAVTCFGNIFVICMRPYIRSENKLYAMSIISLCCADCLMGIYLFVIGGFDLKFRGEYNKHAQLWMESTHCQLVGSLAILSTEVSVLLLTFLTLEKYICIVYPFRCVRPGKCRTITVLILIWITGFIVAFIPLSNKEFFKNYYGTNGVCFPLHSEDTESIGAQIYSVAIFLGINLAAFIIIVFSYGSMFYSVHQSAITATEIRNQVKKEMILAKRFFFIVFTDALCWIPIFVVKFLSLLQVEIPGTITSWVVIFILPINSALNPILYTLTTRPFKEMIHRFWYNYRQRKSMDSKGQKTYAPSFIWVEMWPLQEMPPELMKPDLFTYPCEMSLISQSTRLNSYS
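cAMP rise read by TR-FRET after 30 min, 37C compound exposure (up to 58 uM) in RXFP1-transfected HEK293 cells with Ro 20174 present. EC50 from Hill-equation fits, with 29 nM porcine relaxin as 100% and buffer as basal.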
TRHR ag – activates the human TRH receptor. TRHR cells, calcium flux fluo-8, FDSS agonist mode. activation, % at 2 µM. AID 493084. hit rate 0.18% among 360,000; in the data active means activation above about 30%; further: 0% is about no effect
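In this calcium-flux screen, cells bearing human TRHR are dye-loaded with fluo-8, baselined for 10 cycles, then exposed to library compounds; positive kinetic calcium responses during the agonist phase mark hits, with TRH as control.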
RXFP1 antag – RXFP1 (human) relaxin receptor antagonism. hit rate 0.59% among 350,000. HEK293-RXFP1, relaxin-stimulated cAMP HTRF, 30 min; stronger effect = lower value. activity change, negative = inhibition, % at 57.5 µM. AID 1259400. Q9HBX9;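 active means activity change of -60% or lower, but not beyond a set lower limit; inconclusive means change between -60% and -40%, or beyond the set limit; inactive means change above -40%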; further: on the % scale 0 is the no-effect control and ±100 the full control effect
Apoferritin bind – binds horse apoferritin like a general anesthetic; apoferritin/1-aminoanthracene competitive binding, fluorescence; P02791; hit rate 0.074% among 350,000; Potency, µM (titrated, usually from 77.5 µM), without a hit: at the top dose activity change, negative = displacement, usual class: inhibitors; further: potency means the concentration at half of the fitted maximal effect; on the % scale 0 is the no-effect control and ±100 the full control effect; nearly all actives have a fitted effect of over 20% in size
Target sequence (P02791 2-175 limits assumed): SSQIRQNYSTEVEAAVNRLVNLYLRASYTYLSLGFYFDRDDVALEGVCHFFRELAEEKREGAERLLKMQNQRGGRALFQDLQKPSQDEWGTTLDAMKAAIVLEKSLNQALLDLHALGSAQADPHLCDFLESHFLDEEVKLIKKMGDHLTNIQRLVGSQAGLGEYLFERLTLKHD
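10 uM apoferritin + 50% sat. 1-AMA, PBS; cpd 10 min RT; Ex380/Em535 endpoint; normalized to free probe vs complex; 4-param Hill fit; propofol titration as pos. ctrl.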
D2 PAM – positive allosteric modulators of human D2 dopamine receptor | hit rate 0.34% among 340,000 | potentiation, % at 10 µM | HEK293 T-REx D2, calcium flux, EC20 dopamine potentiation | P14416;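 active means potentiation over 3 SD above the plate norm, cut at about 30% in these data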; further: 0% is about no effect
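Tetracycline-induced Hek293 Trex D2 cells, force-coupled to calcium, loaded with no-wash calcium dye. Compound added with 180 s kinetic read for agonism, then EC20 dopamine and a further 180 s read for potentiation.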
D1 ag – human D1 receptor agonism; HEK293 T-REx D1 cells, calcium flux, agonist mode; activation, % at 2 µM; hit rate 1% among 360,000; in the data active means activation above about 30%; further: 0% is about no effect
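Agonism was scored from calcium flux recorded over 180 s (1 read/s) after pintool compound addition, following a 10-cycle baseline. Cells were inducible force-coupled HEK293 TREx D1, plated overnight at 30 C and loaded with no-wash calcium dye.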
Numbers without * were called inactive; ? = inconclusive; nt = not tested or not shown; & = joins results of further samples; [ ] = remark or other dose. Unless noted, the call rests on the fitted dose curve; in most records, active means well fitted curve in the direction sought with a large enough effect; inconclusive means small, poorly fitted or top-dose-only effect, or another doubt; inactive means no such curve, though single readings can be large; an effect the other way counts as inactive or inconclusive.

SMILES	D1 potentiator	TRHR enhancer	D1 antagonist	RXFP1 agonist	TRHR ag	RXFP1 antag	Apoferritin bind	D2 PAM	D1 ag
O=C1NCCCC1C(=O)N1CCN(C(c2ccccc2)c2ccccc2)CC1 (stereo unspecified)	-2	4	-3	-0.3%	0.6	3	-8%	1	0
COC(=O)C1=CN(Cc2ccc(OC)c(OC)c2)C=C(C(=O)OC)C1c1ccc(F)cc1	-7	-3	1	5.5%	-0.8	nt	367%[activator]	11	8
CC(C)(C)N=C1C([N+](=O)[O-])=CC=C2C1=NC1(CCCCC1)N2O	0	-5	5	-0.2%	-0.7	4	-3%	12	1
Cc1ccc2nc(SCC(=O)Nc3ccc(F)cc3)nc(=O)n2c1	-1	0	-20	22%	0.1	10	nt	-6	7
CSCCC(NS(=O)(=O)c1ccc(C)cc1)C(=O)N1CCN(S(=O)(=O)c2ccc(F)cc2)CC1 (stereo unspecified)	5	-8	-2	0.3%	-0.2	10	nt	-26	1
OCCN1CCN(C(=S)c2ccc(Cl)c(Cl)c2)CC1	-1	3	-2	-0.9%	1.0	-9	1%	-8	4
CC(C)c1ccc(NC(=O)COC(=O)C2CCCCC2)cc1	nt	-5	-3	-1.8%	0.1	-18	nt	-4	4
CCOC(=O)N1CCC(NC(=O)CCN2C(=O)C3C4C=CC(C4)C3C2=O)CC1 (stereo unspecified)	0	18	-12	-0.2%	0.0	-4	4%	-4	5
COc1ccc(C2Nc3ccccc3C(=O)N2Cc2ccco2)cc1CN1C(=O)c2ccccc2C1=O (stereo unspecified)	6&2	-3&0	-1&13	2.6%&-1.1%	-0.5&-1.8	?	-19%&-4%	-1&16	0&4
CCSCc1nnc(SCC(=O)Nc2cccc(SC)c2)n1C	-1	3	-11	0.7%	-1.0	-2	8%	-3	1
COc1ccc2c(c1)[nH]c1c(=O)n(CCN(C)C)cnc12	22	0	-2	1.3%	-0.4	1	-14%	2	1
COc1cc(NC(=O)c2ccco2)c(OC)cc1NC(=O)Nc1cccc(Cl)c1	0	-2	-3	0.4%	0.1	0	-1%	-7	0
Cc1csc(Nc2ccc(Cl)cc2)[n+]1-c1ccc(Cl)cc1	3	0	-13	2.6%	0.4	-24	-11%	18	2
COCCn1c(SCC(=O)OC(C)C)nnc1-c1ccccc1	2	2	-5	1.1%	0.3	nt	-4%	1	3
CSc1cccc(NC(=O)c2cnn(-c3ccc(F)cc3)c2-n2cccc2)c1	-3	11	0	-0.6%	-1.5	nt	1%	1	5
Cn1nc(-c2ccccc2)c(C(=O)NCC(=O)O)c1Cl	3	-1	-5	-0.2%	0.1	-15	-1%	5	2
COc1ccc(S(=O)(=O)N2CCN(Cc3cccc(OC)c3)CC2)cc1	-8	0	-12	-0.2%	-0.4	2	0%	0	7
COc1ccc2[nH]c3c(=O)n(CCCN4CCOCC4)cnc3c2c1	6	4	-2	2.0%	0.1	-1	5%	11	0
O=C(Nc1ccccc1N1CCCCC1)c1cccc(F)c1	9	0	5	2.3%	-1.3	-29	8%	6	5
COc1ccccc1OCCCCn1c(C2CC(=O)N(c3ccccc3Cl)C2)nc2ccccc21 (stereo unspecified)	-2	-8	3	0.6%	0.5	-4	81%[activator]	4	37*

An excerpt of these results, as labelled records.
> CSc1cccc(NC(=O)c2cnn(-c3ccc(F)cc3)c2-n2cccc2)c1
- D1 potentiator: -3
- TRHR enhancer: 11
- D1 antagonist: 0
- RXFP1 agonist: -0.6%
- TRHR ag: -1.5
- RXFP1 antag: nt
- Apoferritin bind: 1%
- D2 PAM: 1
- D1 ag: 5

> Cn1nc(-c2ccccc2)c(C(=O)NCC(=O)O)c1Cl
- D1 potentiator: 3
- TRHR enhancer: -1
- D1 antagonist: -5
- RXFP1 agonist: -0.2%
- TRHR ag: 0.1
- RXFP1 antag: -15
- Apoferritin bind: -1%
- D2 PAM: 5
- D1 ag: 2

> COc1ccc(S(=O)(=O)N2CCN(Cc3cccc(OC)c3)CC2)cc1
- D1 potentiator: -8
- TRHR enhancer: 0
- D1 antagonist: -12
- RXFP1 agonist: -0.2%
- TRHR ag: -0.4
- RXFP1 antag: 2
- Apoferritin bind: 0%
- D2 PAM: 0
- D1 ag: 7

> COc1ccc2[nH]c3c(=O)n(CCCN4CCOCC4)cnc3c2c1
- D1 potentiator: 6
- TRHR enhancer: 4
- D1 antagonist: -2
- RXFP1 agonist: 2.0%
- TRHR ag: 0.1
- RXFP1 antag: -1
- Apoferritin bind: 5%
- D2 PAM: 11
- D1 ag: 0

(listing goes on)
SMILES	D1 potentiator	TRHR enhancer	D1 antagonist	RXFP1 agonist	TRHR ag	RXFP1 antag	Apoferritin bind	D2 PAM	D1 ag
Cc1cc(C(=O)COC(=O)c2n[nH]c3ccccc23)c(C)n1C	-4	-7	12	1.0%	-0.2	-14	-6%	nt	3
COc1ccc(C2N3CC4(C)CN2CC(C)(C3)C4=O)cc1OC (stereo unspecified)	nt	3	7	-1.7%	0.5	-15	-20%	-7	2
CCCN1C2CCCC1CC(NC(=O)c1ccccc1F)C2 (stereo unspecified)	-2	-5	3	0.8%	0.3	-2	-3%	-5	3
CC(OC(=O)c1ccccc1NS(=O)(=O)c1cccc(C(F)(F)F)c1)C(=O)N(C)Cc1ccccc1 (stereo unspecified)	3	-5	-7	0.1%	0.5	-5	-1%	-6	5
O=C(O)c1cccc(Cn2c(Cl)c(/C=N/NC(=O)c3cc4ccccc4cc3O)sc2=O)c1	-3	3	-8	0.7%	0.6	-16	-13%	4	3
COc1ccc(Cl)cc1NC(=O)C1CCCN(c2ncnc3c2nc2n3CCCCC2)C1 (stereo unspecified)	-6	0	-5	2.4%	-0.2	-6	-3%	14	0
COc1ccccc1CCNC(=O)c1cc2c(=O)n3cccc(C)c3nc2n1C	-2	10	-23	0.9%	-0.6	-3	3%	10	0
O=C(NCC(=O)N(CC1CCCO1)C1(C(=O)NC2CCCCC2)CCCCC1)c1ccccc1 (stereo unspecified)	-3	0	9	-0.5%	-0.1	-2	-17%	9	-1
Cc1cnc(NC(=O)C2CCCO2)s1 (stereo unspecified)	-4	-4	-3	-1.4%	0.5	-19	-1%	-21	1
O=C1CCc2cc(S(=O)(=O)Nc3ccc(F)cc3)cc3c2N1CC3	1	14	-5	0.0%	-0.1	21	nt	-5	9
COc1ccc(N2CCN(CCNC(=O)c3nnc(Cc4c(F)cccc4Cl)o3)CC2)cc1	4	-4	5	-0.3%	0.2	3	-16%	2	1
Cc1c(C(=O)c2ccc(F)cc2)c2ccccn2c1CCc1ccccn1	-13	2	-54*	1.4%	0.1	1	4%	6	1
Cn1c(SCC(=O)Nc2nccs2)nnc1-c1ccco1	-3	-6	20	1.7%	0.1	-7	-12%	nt	0
COc1ccc(-c2csc(NC(=O)c3ccc(N4C(=O)CCC4=O)cc3)n2)cc1	-3	0	0	?	0.2	-7	-4%	4	4
O=C(CN1C(=O)CCC1=O)Nc1nc(-c2ccc(Oc3ccccc3)cc2)cs1	-11	-5	-5	-0.1%	-0.7	-70*	-12%	-16	14
COc1cc(C2c3c(oc4ccccc4c3=O)C(=O)N2Cc2ccccc2Cl)ccc1O (stereo unspecified)	1	0	7	-0.2%	-0.1	-9	-1%	-13	0
CC(=O)Nc1ccccc1C(=O)C(=O)Nc1ccc(F)c(Cl)c1	0	7	2	0.1%	0.4	2	-10%	8	2
COC(=O)N=Nc1c(O)n(Cc2ccccc2)c2ccccc12	-5	-3	1	-1.1%	-0.7	-6	-7%	-5	2
O=C(NCC1CCCO1)c1c(O)c2cccc3c2n(c1=O)CC3 (stereo unspecified)	7	1	1	3.1%	0.7	-28	-6%	-2	1
COc1ccc(C(=O)c2sc3nc(-c4ccccc4)ccc3c2N)cc1	-2	-20	-4	5.9%	10	-4	0%	4	158*
O=C(CSCc1ccccc1Cl)N/N=C/c1ccco1	-2	2	-23	-0.9%	0.2	-8	?	4	6
CN(CCOc1ccccc1)C(=O)C1CCC(=O)N(CCN2CCOCC2)C1 (stereo unspecified)	-6	20	14	-1.2%	2.2	-8	-6%	9	-1
N#Cc1c(N)nc2c(c1N)CC(CCl)O2 (stereo unspecified)	4	4	-3	-0.9%	0.1	5	1%	0	2
CCCCn1c(SCC(=O)Nc2ccc(OC)cc2)nc2ccc(N3CCOCC3)cc2c1=O	2	0	-1	0.6%	-1.2	-10	0%	19	-4
O=C(NCc1ccncc1)Nc1ccccc1	0	-1	-3	-0.2%	1.1	-11	-10%	-5	1
Cc1ccc(S(=O)(=O)N(C)C)cc1NC(=O)c1cc(-c2ccco2)nc2ccccc12	-13	-3	5	1.9%	1.5	-12	-11%	3	2
Cc1c2n(c3ccccc13)CCC2=O	1	-4	3	-0.8%	0.2	-6	73%[activator]	0	3
CC(=O)Nc1ccc(OS(=O)(=O)c2ccccc2C)cc1	-5	14	-14	0.5%	0.4	-6	-10%	-4	3
Cc1[nH]c2ccc(Br)cc2c(=O)c1CN1CCCCC1	-10	-5	8	0.5%	0.0	-8	-9%	-17	3
CC(=O)Nc1ccc(OCC(=O)N2CCc3ccccc3C2)cc1	-3	1	-15	0.1%	1.1	7	-2%	nt	3
CC1CCc2c(nc3ncnn3c2N2CCN(c3ccccc3)CC2)C1 (stereo unspecified)	-5	0	-28	2.5%	-2.8	-14	-15%	-3	0
CC(OC(=O)Cc1n[nH]c(=O)c2ccccc12)C(=O)Nc1ccccc1[N+](=O)[O-] (stereo unspecified)	-7	-3	-5	-2.1%	-2.1	10	-12%	-5	4
Clc1ccccc1CONc1ncnc2nonc12	-3	-2	-29	-0.7%	-1.2	0	-19%	-10	5
COC(=O)COc1ccccc1C(N)=O	1	-1	1	-0.1%	0.6	-9	-8%	16	0
N/C(Cc1ccccc1)=N\OC(=O)c1cccc2ccccc12	0	4	-11	4.3%	-0.7	-12	?	-5	4
CCc1ccccc1NC(=S)NC1CC2CCCC(C1)N2Cc1cccs1 (stereo unspecified)	-7	-4	3	0.4%	0.7	6	-4%	-23	4
O=C(CCC1CCCN(C(=O)Cc2cccc(F)c2)C1)N1CCN(c2ccccn2)CC1 (stereo unspecified)	-4	11	-6	-1.7%	-0.7	-35	-6%	15	3
CSc1nc(C=Nc2ccccc2Cl)c(O)n1Cc1cccc(Cl)c1	-1	-1	-2	-1.2%	-0.4	2	-6%	3	3
COc1cc(NC(=O)c2ccccc2Cl)ccc1NC(=O)c1ccco1	-4	-1	18	1.4%	-0.3	-13	-11%	-7	1
CC/C(O)=C1\C(=O)CC(C)(C)CC1=Nc1ccccc1C	3	-1	13	-1.1%	-0.4	-7	-19%	9	0
COc1ccc(N2CC(C(=O)NC3=NCCS3)CC2=O)cc1 (stereo unspecified)	-2	-4	-5	3.2%	0.1	4	-3%	9	0

A portion of the library (hit frequency here may not be typical).
